Screening results: PubChem BioAssay, National Center for Advancing Translational Sciences (NCATS)
NPSR antagonist – blocks cAMP signaling of the human neuropeptide S receptor; Q6W5P4; CHO-NPSR cells, cAMP TR-FRET, antagonist mode; Potency, µM (doses to about 38.3 µM), for inactives: at the highest dose activity change, negative = inhibition, hits mostly inhibitors; 220,000 tested, 1% active; AID 1461; note: % is set by controls: 0 for no effect and ±100 for the full control effect; nearly all actives have a fitted effect of over 50% in size; many of its hits are not listed in these tables
aGal spleen mod – inhibitors or activators of human alpha-galactosidase in spleen homogenate; AID 2107; P06280; 240,000 tested, 0.008% active; Potency, µM (highest dose often 80 µM), for inactives: top-dose activity change, negative = inhibition, usual class: inhibitors; human spleen homogenate, 4MU-alpha-Gal fluorescence, 40 min;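 note: 0% = enzyme with vehicle and -100% = no enzyme basal signal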
Target sequence (P06280 32-429 limits assumed): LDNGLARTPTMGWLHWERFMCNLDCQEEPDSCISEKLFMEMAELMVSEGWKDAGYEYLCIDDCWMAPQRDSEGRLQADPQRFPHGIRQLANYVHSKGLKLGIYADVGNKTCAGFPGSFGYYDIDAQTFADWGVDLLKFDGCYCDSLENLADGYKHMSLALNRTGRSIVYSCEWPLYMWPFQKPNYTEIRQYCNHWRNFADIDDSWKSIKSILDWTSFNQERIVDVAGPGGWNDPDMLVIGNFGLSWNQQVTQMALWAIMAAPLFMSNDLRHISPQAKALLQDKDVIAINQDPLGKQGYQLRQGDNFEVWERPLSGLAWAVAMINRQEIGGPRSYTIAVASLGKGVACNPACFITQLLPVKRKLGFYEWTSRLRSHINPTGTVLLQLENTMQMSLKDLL
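Fluorogenic readout (Ex 365/Em 440 nm) of 4-methylumbelliferone released from 1 mM 4-MU-alpha-galactoside by spleen homogenate, 40 min at 37C, pH 5.0. Data normalized to no-enzyme and enzyme controls; Hill-equation AC50 from compound titrations.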
GAA glycogen – GAA glycogen-cleavage inhibition or activation | P10253 | recombinant GAA, glycogen substrate, Amplex Red glucose oxidase fluorescence | Potency, µM (series often up to 76.4 µM), for inactives: at the highest dose activity change, negative = inhibition, actives largely listed as inhibitors | 300,000 tested, 0.38% active;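 note: 0% = full enzyme reaction and -100% = no-enzyme basal signal; the screen sought inhibitors and activators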
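Natural-substrate format: glycogen cleavage by 4 nM human enzyme, glucose read by Amplex Red coupling (Ex 573, Em 610 nm). Normalized to enzyme and no-enzyme controls.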
GAA inhib – inhibitors of human lysosomal alpha-glucosidase | P10253 | purified human GAA, 4-MU-alpha-glucoside fluorescence | Potency, µM (titrated, usually from 76.9 µM), for inactives: top-dose activity change, negative = inhibition, usual class: inhibitors | 200,000 tested, 0.005% active | AID 1466;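 note: plate controls were uninhibited enzyme wells for no effect and no-enzyme background for full effect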
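Read-out is 4-methylumbelliferone fluorescence (Ex 365/Em 440 nm) after NaOH/glycine stop at pH 10. Enzyme 4 nM, substrate 400 uM, pH 5.0 citrate buffer, 20 min room temperature; AC50 from Hill-equation concentration-response.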
Epigenetic derep – regulators of epigenetic silencing causing reporter derepression in mouse cells. murine LDR cells, GFP reporter derepression, 30 h. Potency, µM (doses to about 53.9 µM), for the others: top-dose GFP activation, most hits filed as activators. 280,000 tested, 0.2% active; note: % of control where 0% means no effect; nearly all actives have a fitted effect of over 60% in size
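GFP-positive cell count by laser-scanning cytometry (objects 20–120 um) after 30 h, 37 C compound exposure of murine LDR cells; reporter is CMV-GFP integrated at a silenced locus, inducible by HDAC or DNMT inhibitors.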
Tau fluor cs – counter-screen for tau fibril formation inhibitors | tau K18 P301L (four-repeat tau fragment) Alexa594 fluorescence, heparin fibrillization | Potency, µM (top dose mostly 57.7 µM), without a hit: at the top dose activity change, negative = decrease | 280,000 tested, 0.93% active | AID 1463; note: % is set by controls: 0 for no effect and ±100 for the full control effect; nearly all actives have a fitted effect of over 55% in size
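Human K18 P301L tau (15 uM unlabeled plus 0.24 uM Alexa 594-labeled, final) in 100 mM sodium acetate pH 7 was mixed with compound and 20 uM heparin and incubated 6 hr at 37 C.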
GAA spleen mod – inhibitors or activators of human alpha-glucosidase in spleen homogenate | AID 2112 | 240,000 tested, 0.006% active | P10253 | human spleen homogenate, 4-MU-alpha-glucoside fluorescence | Potency, µM (highest dose often 79.9 µM), for the others: at the top dose activity change, negative = inhibition, hits mostly inhibitors;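 note: 0% = enzyme with vehicle and -100% = no enzyme basal signal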
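AC50 values come from Hill-equation fits of concentration-response data, normalized to no-enzyme and full-activity controls. Enzyme source: 1 ug human spleen homogenate; 1 mM fluorogenic 4-MU glucoside, pH 5.0 citrate buffer, 37 C, 40 min.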
ALDH1A1 inh – ALDH1A1 (human) enzyme inhibition | Purified ALDH1A1, NADH fluorescence, propionaldehyde substrate | Potency, µM (highest dose often 75.3 µM), for inactives: top-dose activity, negative = inhibition, usual class: inhibitors | 220,000 tested, 7.3% active | AID 1030; active = well fitted inhibition curve with a large enough effect, not every such curve was filed as active; inconclusive = small, poorly fitted or top-dose-only effect, or another doubt; inactive = no such curve, though single readings can be large or run the other way;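 note: plate controls were no enzyme wells and a reference inhibitor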
Target sequence (P00352 whole entry, looked up): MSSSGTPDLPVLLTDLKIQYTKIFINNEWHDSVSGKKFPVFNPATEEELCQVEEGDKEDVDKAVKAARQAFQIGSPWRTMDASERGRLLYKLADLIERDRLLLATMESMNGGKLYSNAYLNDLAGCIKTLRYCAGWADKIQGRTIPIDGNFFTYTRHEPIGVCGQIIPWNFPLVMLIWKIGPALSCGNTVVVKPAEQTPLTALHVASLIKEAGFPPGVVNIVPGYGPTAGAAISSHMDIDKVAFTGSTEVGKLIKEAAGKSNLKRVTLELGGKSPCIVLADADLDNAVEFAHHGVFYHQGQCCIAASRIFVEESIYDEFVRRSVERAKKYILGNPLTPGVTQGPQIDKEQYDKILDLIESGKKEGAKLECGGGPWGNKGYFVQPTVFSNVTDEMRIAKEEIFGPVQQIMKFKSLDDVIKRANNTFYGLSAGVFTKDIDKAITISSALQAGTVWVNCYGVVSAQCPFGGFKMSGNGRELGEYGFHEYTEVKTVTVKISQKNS
The depositor's hits bear a star; ? = inconclusive; . = not tested or not shown; [ ] = remark or other dose. Unless noted, calls come from the whole dose curve; as a rule, active = well fitted curve in the direction sought with a large enough effect; inconclusive = small, poorly fitted or top-dose-only effect, or another doubt; inactive = no such curve, though single readings can be large; an effect the other way counts as inactive or inconclusive. Potency is the fitted concentration of half-maximal effect. Not all compounds are listed; the hit share may differ from the screen's.

[1] CCN(CC)C(=O)Cn1cc(S(=O)(=O)CC(=O)N2CCCCCC2)c2ccccc21
[2] O=C1CN(C(=O)CSc2nncn2-c2ccccc2)c2ccccc2N1
[3] CCOC(=O)CSc1nc2ccccc2c(=O)n1NC(=O)c1ccccc1
[4] CC(C)(C)NC(=O)NC(=O)Cn1ccsc1=N
[5] CCc1sc(NC(=O)CCC(=O)O)nc1-c1cc2ccccc2oc1=O
[6] CCn1c(SCC(=O)N2CCOCC2)nc2oc3c(Cl)cc(Cl)cc3c(=O)c2c1=O
[7] CCCS(=O)(=O)c1csc(C(=O)OC)c1N
[8] O=C1CC(C(=O)Nc2ccc(C(=O)O)cc2)C(c2ccccc2)O1 (stereo unspecified)
[9] COc1ccc(NC(=O)COC(=O)C(CC(C)C)N2C(=O)C3CC=CCC3C2=O)cc1Cl (stereo unspecified)
[10] Cc1oc2c(c1C(=O)NCCO)CCCC2
compound no. | 1 | 2 | 3 | 4 | 5 | 6 | 7 | 8 | 9 | 10
NPSR antagonist | 21% | 5%[46.1 µM] | 5%[46.1 µM] | 17% | 7% | -26%[46.1 µM] | 10% | -1%[46.1 µM] | -12% | -14%[46.1 µM]
aGal spleen mod | 5% | 5% | 12% | 2% | -4% | 0% | -4% | 7% | -7% | -10%
GAA glycogen | 2% | 0% | -20% | 2% | -15% | -1% | 6% | 9% | -6% | 13%
GAA inhib | -2% | 5% | -5% | -8% | 1% | 3% | . | ? | 5% | -1%
Epigenetic derep | -3.1% | -5.3% | 4.3% | 0.0% | -1.7% | -1.3% | 0.0% | -1.9% | -3.5% | 0.1%
Tau fluor cs | -4% | 1% | -11% | 2% | -6% | -30% | 2% | -12% | -2% | 1%
GAA spleen mod | 7% | -2% | -5% | -17% | -3% | -3% | -4% | 7% | -1% | -5%
ALDH1A1 inh | ? | -4% | -1% | 7% | -12% | ? | . | ? | ? | 5%

[11] Nc1nnc(CC(=O)NCc2ccccc2)s1
[12] COc1ccc(NC(=O)Nc2cc(C)ccc2F)cc1
[13] Cc1cc(NC(=O)COc2c(C)cccc2C)no1
[14] CCOC(=O)c1c(C)nc2sc(C(=O)Nc3ccc(OC)cc3)c(N)c2c1-c1ccc(OC)cc1
[15] Cc1ccnc(NS(=O)(=O)c2ccc(NC(=O)c3cc(-c4ccc(Br)cc4)nc4ccccc34)cc2)n1
[16] COc1cccc2cc(/C(C)=N/NC(=O)c3ccco3)oc12
[17] CCOC(=O)c1nn(-c2ccc(Cl)cc2)c2nnc(Cc3ccccc3)c(=O)n12
[18] COc1cc(S(=O)(=O)N2CCN(C(=O)c3ccccc3)CC2)c(OC)cc1Br
[19] Cc1ccc(S(=O)(=O)CCC(=O)Nc2ccc(S(=O)(=O)N(C)C)cc2)cc1
[20] CCCCC(CC)CNC(=O)c1cc2ccccc2c(=O)o1 (stereo unspecified)
compound no. | 11 | 12 | 13 | 14 | 15 | 16 | 17 | 18 | 19 | 20
NPSR antagonist | 14%[46.1 µM] | -6%[46.1 µM] | -9% | -12%[46.1 µM] | -33% | -13% | -34% | 12% | -4% | -4%
aGal spleen mod | 2% | -8% | 7% | 0% | -22% | -3% | -4% | 7% | -7% | -11%
GAA glycogen | -2% | -1% | -8% | 11% | 5% | 4% | 8% | -10% | -2% | -6%
GAA inhib | -6% | -4% | . | -1% | -2% | -1% | -2% | ? | -7% | -4%
Epigenetic derep | 0.0% | 1.8% | -0.2% | 2.7% | -1.0% | 1.6% | -1.0% | -1.1% | -1.6% | -1.5%
Tau fluor cs | 4% | ? | -8% | ? | 2% | 0% | 5% | 2% | -3% | -2%
GAA spleen mod | -3% | -5% | 8% | -1% | -4% | . | -2% | 1% | 1% | 6%
ALDH1A1 inh | 1% | 6% | 7% | ? | -7% | -2% | -3% | -10% | -7% | -10%

Filtered by structure, the compounds so far with an aryl methoxy group
[9] COc1ccc(NC(=O)COC(=O)C(CC(C)C)N2C(=O)C3CC=CCC3C2=O)cc1Cl (stereo unspecified)
[12] COc1ccc(NC(=O)Nc2cc(C)ccc2F)cc1
[14] CCOC(=O)c1c(C)nc2sc(C(=O)Nc3ccc(OC)cc3)c(N)c2c1-c1ccc(OC)cc1
[16] COc1cccc2cc(/C(C)=N/NC(=O)c3ccco3)oc12
[18] COc1cc(S(=O)(=O)N2CCN(C(=O)c3ccccc3)CC2)c(OC)cc1Br
compound no. | 9 | 12 | 14 | 16 | 18
NPSR antagonist | -12% | -6%[46.1 µM] | -12%[46.1 µM] | -13% | 12%
aGal spleen mod | -7% | -8% | 0% | -3% | 7%
GAA glycogen | -6% | -1% | 11% | 4% | -10%
GAA inhib | 5% | -4% | -1% | -1% | ?
Epigenetic derep | -3.5% | 1.8% | 2.7% | 1.6% | -1.1%
Tau fluor cs | -2% | ? | ? | 0% | 2%
GAA spleen mod | -1% | -5% | -1% | . | 1%
ALDH1A1 inh | ? | 6% | ? | -2% | -10%

Continuation.
[21] COc1ccc(NC(=O)C(F)(F)F)cc1OC
[22] CC12CCC(C(=O)NCC3CCCO3)(OC1=O)C2(C)C (stereo unspecified)
[23] CC1CCCCC1NC(=O)CSc1nnc(N)s1 (stereo unspecified)
[24] O=C(NCCSc1ccccc1)c1ccco1
[25] COc1cc(C(=O)N(Cc2ccccn2)CC2CCCO2)cc(OC)c1OC (stereo unspecified)
[26] CCCC1(C(=O)OC)C=C2C(=C(C(C)C)C(=O)C2C)CN1 (stereo unspecified)
[27] Cc1cc(N2CCCCC2)nc(SCc2ccc(C#N)cc2)n1
[28] CCOc1ccc(NC(=O)N(CCCN2CCOCC2)Cc2cccnc2)cc1
[29] O=C(NCCN1CCN(c2ccccc2F)CC1)C1CC(=O)N(C2CCCC2)C1 (stereo unspecified)
[30] O=C(O)c1ccccc1NC(=S)NC(=O)c1sc2ccccc2c1Cl
compound no. | 21 | 22 | 23 | 24 | 25 | 26 | 27 | 28 | 29 | 30
NPSR antagonist | -10%[46.1 µM] | -8%[46.1 µM] | -12%[46.1 µM] | -11%[46.1 µM] | -3%[46.1 µM] | . | ? | 19%[46.1 µM] | -5%[46.1 µM] | -30%
aGal spleen mod | -6% | 3% | 7% | -5% | 10% | -21% | -16% | -8% | 9% | -6%
GAA glycogen | -5% | 7% | 3% | -8% | 6% | . | 4% | 13% | 7% | 0%
GAA inhib | -4% | -3% | 1% | -1% | -4% | . | -4% | -10% | 12% | 0%
Epigenetic derep | 0.8% | -1.1% | 0.0% | -4.3% | -1.0% | 1.9% | 0.0% | 2.7% | -1.3% | 2.5%
Tau fluor cs | -8% | 3% | 2% | 2% | -14% | -5% | -4% | -6% | 2% | -10%
GAA spleen mod | -3% | -10% | 3% | 0% | 9% | -9% | -2% | -1% | 4% | -14%
ALDH1A1 inh | 8% | -1% | -5% | -13% | 1% | ? | 1.3µM* | 5% | -10% | ?

[31] NC(=S)NNC(=O)c1ccccc1
[32] Cc1cc(C)c(S(=O)(=O)N2CCN(c3ccc([N+](=O)[O-])c(NCc4ccco4)c3)CC2)c(C)c1
[33] Cc1cccc(NC(=S)NNC(=O)c2csc(C(C)C)c2)c1
[34] CCOC(=O)C1=C(C)NC2=C(C(=O)CCC2)C1c1ccsc1 (stereo unspecified)
[35] N#Cc1c(NC(=O)CCn2cnc3ccccc3c2=O)oc(-c2ccccc2)c1-c1ccccc1
[36] O=C(O)C1Nc2c(O)cccc2C2C=CCC12 (stereo unspecified)
[37] Cc1cccc(C)c1NC(=S)N(Cc1ccco1)C1CCN(C(C)C)CC1
[38] O=C(CSc1nnc(-c2cccs2)n1Cc1ccco1)c1ccc2c(c1)OCO2
[39] CCOc1nc(N(C)C)nc(-n2nnc(C(C)=O)c2C)n1
[40] N#CC(c1nc2ccccc2nc1OCCO)S(=O)(=O)c1ccccc1 (stereo unspecified)
compound no. | 31 | 32 | 33 | 34 | 35 | 36 | 37 | 38 | 39 | 40
NPSR antagonist | -8%[46.1 µM] | -17%[46.1 µM] | -4% | -17%[46.1 µM] | -20%[46.1 µM] | -7%[46.1 µM] | 8%[46.1 µM] | ? | -6%[46.1 µM] | 47%
aGal spleen mod | -4% | -4% | -4% | -1% | 0% | 3% | 1% | 4% | -3% | -1%
GAA glycogen | -19% | -1% | -23% | 3% | -5% | ? | 17% | 0% | 1% | 6%
GAA inhib | 8% | ? | 0% | -2% | 5% | 2% | -6% | -7% | -5% | -4%
Epigenetic derep | -0.9% | -0.8% | -1.0% | 1.4% | -0.8% | 2.3% | 0.0% | 0.3% | -1.1% | -0.3%
Tau fluor cs | 0% | -8% | 2% | 0% | ? | ? | 2% | -13% | -9% | -12%
GAA spleen mod | -6% | -8% | -8% | -1% | -5% | -5% | -3% | -5% | 2% | -2%
ALDH1A1 inh | 3% | 0% | 13µM* | ? | ? | -3% | 2% | ? | -7% | ?

[41] COc1ccc(OC)c(CC(NC(C)=O)C(=O)NC2CCN(c3c(Cc4ccccc4)c(C)nc4ncnn34)CC2)c1 (stereo unspecified)
[42] NC(=O)C(=O)O
[43] CCOC(=O)C[N+](C)(C)CCOC1CC2CCC1(C)C2(C)C (stereo unspecified)
[44] O=C(CN1CCCN(Cc2ccc(F)cc2Cl)C1=O)NCc1ccccc1
[45] CCOC(=O)c1cnn(Cc2ccccc2Cl)c1N
compound no. | 41 | 42 | 43 | 44 | 45
NPSR antagonist | 14% | -7%[46.1 µM] | -4% | -9%[46.1 µM] | -15%[46.1 µM]
aGal spleen mod | -2% | 5% | -1% | 2% | -2%
GAA glycogen | 6% | . | 9% | 11% | -5%
GAA inhib | 5% | . | 0% | -2% | -2%
Epigenetic derep | -3.2% | -1.2% | 7.6% | -0.9% | -2.7%
Tau fluor cs | -9% | -7% | -5% | -9% | -5%
GAA spleen mod | 2% | -5% | 2% | -13% | -3%
ALDH1A1 inh | 2% | -3% | -2% | -7% | ?
